Source: PubChem
EPAC2 antag: EPAC2 (human) antagonism; Q8WZA2; EPAC2 GEF exchange of Rap1B-BODIPY-GDP, fluorescence; Potency, µM (titrated, usually from 114 µM), for inactives: at the top dose activity, negative = inhibition, most hits filed as inhibitors; actives 0.18% (n = 360,000); AID 720708; further: on the % scale 0 is the no-effect control and ±100 the full control effect; nearly all actives have a fitted effect of over 45% in size; many of its hits are not listed in these tables
Target sequence (Q8WZA2 whole entry, looked up): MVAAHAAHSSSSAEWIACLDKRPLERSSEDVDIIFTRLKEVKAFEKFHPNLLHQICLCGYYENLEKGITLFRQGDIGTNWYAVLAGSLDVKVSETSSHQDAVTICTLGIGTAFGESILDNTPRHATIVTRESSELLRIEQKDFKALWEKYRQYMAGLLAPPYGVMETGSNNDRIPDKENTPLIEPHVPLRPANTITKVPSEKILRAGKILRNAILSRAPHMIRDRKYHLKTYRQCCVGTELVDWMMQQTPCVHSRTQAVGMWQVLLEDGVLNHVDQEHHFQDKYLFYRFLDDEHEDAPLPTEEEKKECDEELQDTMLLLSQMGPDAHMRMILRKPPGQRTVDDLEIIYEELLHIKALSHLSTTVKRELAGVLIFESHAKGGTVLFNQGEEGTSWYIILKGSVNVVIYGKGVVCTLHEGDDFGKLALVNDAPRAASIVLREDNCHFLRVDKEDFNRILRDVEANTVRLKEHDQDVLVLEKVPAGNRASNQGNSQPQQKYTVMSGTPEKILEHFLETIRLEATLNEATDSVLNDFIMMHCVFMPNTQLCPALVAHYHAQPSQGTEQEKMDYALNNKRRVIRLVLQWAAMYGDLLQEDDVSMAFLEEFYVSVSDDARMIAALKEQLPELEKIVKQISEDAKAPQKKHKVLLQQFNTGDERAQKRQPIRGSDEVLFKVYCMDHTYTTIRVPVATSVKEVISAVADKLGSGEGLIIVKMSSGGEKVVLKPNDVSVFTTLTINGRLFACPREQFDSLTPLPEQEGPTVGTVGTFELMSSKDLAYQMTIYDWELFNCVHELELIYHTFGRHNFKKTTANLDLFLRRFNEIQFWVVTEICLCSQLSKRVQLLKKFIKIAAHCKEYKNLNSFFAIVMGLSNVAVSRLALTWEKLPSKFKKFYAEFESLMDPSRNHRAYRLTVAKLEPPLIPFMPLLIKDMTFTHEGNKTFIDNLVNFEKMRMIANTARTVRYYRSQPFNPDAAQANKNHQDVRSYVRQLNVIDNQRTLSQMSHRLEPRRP
TGFb inhibitor: inhibitors of TGF-b signaling; actives 1.2% (n = 410,000); HepG2 CAGA-GFP TGF-b/SMAD3 reporter, GFP fluorescence, 18 h; TGF-beta stimulated, 500 pg/mL final; Potency, µM (titrated, usually from 46.1 µM), without a hit: at the top dose activity, negative = inhibition, most hits filed as inhibitors; AID 588855; further: on the % scale 0 is the no-effect control and ±100 the full control effect; nearly all actives have a fitted effect of over 65% in size
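HEPG2 CAGA-GFP, 1000 cells/well; 2 h settle, 37 C; cpd via pin tool; TGF-b 500 pg/mL final; 18 h, 37 C; GFP imaging ex488/em500-530; %Activity normalised to -TGF-b and +DMSO controls; CRC fit, curve class.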
MCF10A rereplic: induces DNA re-replication in MCF 10a normal breast cells; MCF 10A DNA re-replication, Hoechst nuclear intensity, 48 h; Potency, µM (highest dose often 46.1 µM), for inactives: at the top dose activity, positive = re-replication, hits mostly activators; actives 2.9% (n = 350,000); AID 624296; further: % of control where 0% means no effect; nearly all actives have a fitted effect of over 50% in size
ATXN viability: reduces viability in counter-screen for ATXN expression inhibitors. S2 cells (HEK-293 line with an ATXN2-luciferase reporter) viability, CellTiter-Fluor protease fluorescence, 24 h. Potency, µM (series often up to 56.7 µM), usual class: cytotoxic. actives 0.49% (n = 400,000); further: nearly all actives have a fitted effect of over 40% in size
A549 tox: A549 cytotoxicity, counter-screen for Nrf2 inhibitors; Potency, µM (doses to about 46 µM), for the others: at the highest dose activity change, negative = cytotoxicity, hits mostly inhibitors; A549 ARE-Fluc cells, CellTiter-Fluor viability, 18-24 h; actives 0.16% (n = 390,000); further: on the % scale 0 is the no-effect control and ±100 the full control effect
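Cytotoxicity counterscreen: CellTiter-Fluor fluorescence was measured in A549 ARE_Fluc cells after 18-24 h of compound exposure in a concentration series. The subsequent BugLite luminescent read reports ARE-luciferase activity.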
Nrf2 block: Nrf2 pathway inhibition; A549 ARE-Fluc reporter, luciferase luminescence, 18-24 h; Potency, µM (titrated, usually from 46 µM), inactives show at the highest dose activity change, negative = inhibition, hits mostly inhibitors; actives 2.1% (n = 360,000); AID 504444; further: on the % scale 0 is the no-effect control and ±100 the full control effect; nearly all actives have a fitted effect of over 60% in size
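Cells were seeded and rested 2 h, then exposed to compounds for 18-24 h. CellTiter-Fluor was read first as a viability measure. BugLite was added 15 min before the final luminescent read of ARE-luciferase activity in A549 cells.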
Nrf2 activator: Nrf2 pathway activation. actives 0.31% (n = 410,000). AID 624171. AREc32 ARE-luciferase reporter (MCF7-derived line), luminescence, 24 h. Potency, µM (doses to about 46.1 µM), for inactives: top-dose activation, hits mostly activators; further: % of control where 0% means no effect; nearly all actives have a fitted effect of over 65% in size
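Each well held 1000 AREc32 cells, which were incubated with compound for 24 hr at 37 deg C after overnight attachment, and ARE reporter activity was quantified by firefly luciferase luminescence.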
HepG2 tox: counter-screen for TGF-b inhibitors: cytotoxicity in HepG2 cells | Potency, µM (top dose mostly 46.1 µM), for inactives: at the highest dose activity change, negative = cytotoxicity, actives largely listed as cytotoxic | AID 588856 | actives 0.76% (n = 410,000) | HepG2 CAGA-GFP viability, ATP luminescence, 18 h; further: some results filed as inactive show a strong effect at the top dose
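HepG2 CAGA-GFP cells (1000/well, DMEM with 1% FBS) received compound, then TGF-beta at 500 pg/mL final, and were incubated 18 hours at 37 degrees C. Viability was read by CellTiter-Glo luminescence. Media-only wells were set as complete cell-killing and DMSO as no toxicity.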
ATXN2 expr inh: reduces ATXN2 reporter expression in HEK-293 cells | HEK-293 ATXN2-luciferase reporter, luminescence, 24 h | Potency, µM (doses to about 57 µM), without a hit: at the top dose activity change, negative = inhibition, hits mostly inhibitors | actives 0.72% (n = 360,000) | AID 1745845; further: on the % scale 0 is the no-effect control and ±100 the full control effect; nearly all actives have a fitted effect of over 55% in size
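ATXN2-luciferase reporter cells (luciferase flanked by upstream and downstream ATXN2 gene portions) were treated 24 h at 37 °C with compounds at up to 57 uM. SteadyGlo luminescence gave expression; GF-AFC fluorescence gave viability.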
An asterisk follows results filed as active; i = inactive; ? = inconclusive; · = no result given; [ ] = dose if it differs, or a comment. The call rests on the fitted dose curve; in most records, active means well fitted curve in the direction sought with a large enough effect; inconclusive means small, poorly fitted or top-dose-only effect, or another doubt; inactive means no such curve, though single readings can be large; an effect the other way counts as inactive or inconclusive. Potency means the concentration at half of the fitted maximal effect.

SMILES	EPAC2 antag	TGFb inhibitor	MCF10A rereplic	ATXN viability	A549 tox	Nrf2 block	Nrf2 activator	HepG2 tox	ATXN2 expr inh
CC(=O)c1cccc(NC(=O)C2CCN(S(=O)(=O)c3cccs3)CC2)c1	15%	-15%	-9%	i	-1%	8%	0.1%	0%	5%
O=C(CSc1nc2c(c(=O)[nH]1)CCC2)Nc1cccc(F)c1	-9%	13%	11%	i	-22%	?	-0.6%	-7%	5%
O=C(CC(C(=O)c1ccccc1)c1ccccc1)c1ccccc1 (stereo not drawn)	-10%	6%	8%	?	-4%	-1%	-0.4%	1%	-4%
COc1ccc(C(=O)NC2CCCCCC2)cc1S(=O)(=O)N1CCOCC1	8%	-1%	?	i	16%	24%	-0.2%	6%	6%
O=C(c1ccc(N2CCNCC2)cc1)c1cccnc1	0%	-2%	9%	i	3%	·	0.6%	-8%	-6%
CCCCN1C(=O)/C(=C(/C#N)C(N)=O)c2ccccc21	12%	0%	-1%	i	-9%	3%	0.4%	-19%	-8%
S=C(N/N=C/c1ccccc1)N1CCOCC1	0%	?	-1%	i	0%	13%	8.5%	-24%	3%
COc1ccc(CNC(=O)c2oc3c(c2C)-c2nn(Cc4ccc(Cl)cc4)cc2CC3)cc1	·	-11%	·	·	0%	4%	1.0%	-15%	·
Cc1ccc(C)c(NC(=O)CSc2nccn2-c2cccc(C)c2C)c1	·	?	·	i	-3%	·	0.0%	-32%	-21%
CO/N=C/c1ccc(N2CCN(C(=O)c3ccc(C)cc3)CC2)c([N+](=O)[O-])c1	-6%	-10%	19%	?	-7%	-19%	0.3%	-33%	-18%
O=C(CC(c1ccccc1)c1ccccc1O)NCCN1CCOCC1 (stereo not drawn)	8%	-1%	?	i	0%	14%	0.0%	0%	20%
COc1ccc(OC)c(NC(=O)CN2C(=O)CSc3ccc(S(=O)(=O)N4CCCC4)cc32)c1	-10%	-10%	?	i	-1%	-11%	0.2%	0%	14%
Cc1ccc(CN2CCN(C/C=C/c3ccc(F)cc3)CC2CCO)o1 (stereo not drawn)	-5%	-1%	5%	i	0%	2%	1.2%	3%	·
CCOC(=O)c1ccc(S(=O)(=O)NCC(C)(C)N2CCOCC2)cc1	4%	?	?	i	4%	6%	-0.1%	-12%	·
Cc1ccc(C(=O)C[n+]2cccc(C(N)=O)c2)cc1	-7%	19%	-3%	i	8%	?	1.8%	11%	1%
CNC(=O)CSc1cnc2ccccc2n1	9%	4%	12%	i	-2%	6%	4.1%	15%	-9%
CCC(C)(C)NC(=O)CCCSc1nc2ccccc2[nH]1	-10%	-1%	2%	i	-1%	11%	0.4%	-1%	8%
Cc1ccnc(NS(=O)(=O)c2ccc(Cl)nc2)c1	1%	2%	7%	i	-3%	-9%	-0.7%	12%	-1%
O=C(CN1CCN(c2ccccc2O)CC1)NC(c1ccccc1)c1ccccc1	-5%	?	-9%	i	0%	1%	-0.2%	-40%	-12%
NC(=O)c1ccsc1NC(=O)COC(=O)Cc1cccc2ccccc12	-6%	-1%	4%	?	-17%	4.1µM*	1.0%	-10%	-29%

Reformatted field by field: three of the compounds above.
CNC(=O)CSc1cnc2ccccc2n1
  EPAC2 antag = 9% | TGFb inhibitor = 4% | MCF10A rereplic = 12% | ATXN viability = i | A549 tox = -2% | Nrf2 block = 6% | Nrf2 activator = 4.1% | HepG2 tox = 15% | ATXN2 expr inh = -9%
Cc1ccc(C(=O)C[n+]2cccc(C(N)=O)c2)cc1
  EPAC2 antag = -7% | TGFb inhibitor = 19% | MCF10A rereplic = -3% | ATXN viability = i | A549 tox = 8% | Nrf2 block = ? | Nrf2 activator = 1.8% | HepG2 tox = 11% | ATXN2 expr inh = 1%
COc1ccc(C(=O)NC2CCCCCC2)cc1S(=O)(=O)N1CCOCC1
  EPAC2 antag = 8% | TGFb inhibitor = -1% | MCF10A rereplic = ? | ATXN viability = i | A549 tox = 16% | Nrf2 block = 24% | Nrf2 activator = -0.2% | HepG2 tox = 6% | ATXN2 expr inh = 6%

Remaining list, next part
SMILES	EPAC2 antag	TGFb inhibitor	MCF10A rereplic	ATXN viability	A549 tox	Nrf2 block	Nrf2 activator	HepG2 tox	ATXN2 expr inh
Cc1ccc(C)c(OCCC(=O)OCC(=O)NC(=O)NCc2ccccc2)c1	-3%	-21%	1%	i	4%	-2%	2.0%	-4%	-5%
CCC(=O)OC1=C(C(C)=O)N(Cc2ccccc2)S(=O)(=O)c2ccccc21	·	1%	·	i	-7%	0%	0.8%	-1%	15%
Cc1cccc(OCC(=O)NNC(=O)C2CCCCC2C(=O)O)c1 (stereo not drawn)	-1%	4%	10%	i	1%	-2%	0.5%	0%	-6%
O=C(C[C@@H]1C/C=C\C[C@H](NC(=O)OCC2c3ccccc3-c3ccccc32)C(=O)O[C@H](c2ccccc2)CNC1=O)NCCO	4%	-11%	67%	i	7%	-13%	3.1%	-27%	-16%
CCOC(=O)C1=C(O)C(=O)N(c2ccccc2)C1c1cccc([N+](=O)[O-])c1 (stereo not drawn)	2%	15%	-1%	i	7%	3%	2.0%	23%	·
COc1cc(OC)c(Cl)cc1N	0%	?	?	i	-1%	1%	0.7%	-21%	-9%
CCOC(=O)c1c(C)n(C)c2ccc(OCC(O)CN3CCC(C)CC3)cc12 (stereo not drawn)	6%	-1%	2%	i	-11%	1%	3.8%	-13%	-23%
CCOC(=O)c1nn(C23CC4CC(CC(C4)C2)C3)c2c1C(=O)N(c1ccc(C)cc1)C2=O	-16%[57.1 µM]	38%	7%	?	3%	4%	-0.2%	9%	-18%
COCC(C)N1CCC(n2nccc2NC(=O)CCOc2ccccc2)CC1 (stereo not drawn)	-6%	1%	2%	i	-3%	3%	-0.4%	-9%	-6%
Cc1ccc(Nc2c([N+](=O)[O-])c(=O)n(C)c3ccccc23)cc1C	-6%	-28%	24%	i	-15%	·	13%	8%	-1%
C[n+]1ccccc1/C=C/c1ccc(F)c(F)c1	12%	-5%	13%	i	6%	-14%	0.2%[9.22 µM]	-10%	-4%
Fc1cccc(NC(=S)N2CCc3ccccc32)c1	2%	?	0%	i	7%	16%	8.4%	-11%	-2%
CCOc1ccc(CCNC(=O)c2cc3sc(Cl)cc3n2C)cc1OCC	3%	-14%	25%	?	0%	-13%	0.2%	0%	-30%
Cc1ccc(C)c(NS(=O)(=O)c2cc(Br)cnc2N)c1	-11%	-29%	-3%	i	-13%	-21%	0.1%	-28%	-4%
Cc1ccc(S(=O)(=O)N2CCN(c3cccc(C)c3)CC2)cc1	2%	?	12%	i	-7%	?	-1.0%	-29%	-14%
O=C(Nc1ccccc1)N1CCSCC1	-3%	3%	-2%	i	11%	0%	2.6%	-11%	-2%
Cc1nc(CSc2nsc(/C=C/N(C)C)c2C#N)cs1	-13%	38%[activator]	-16%	i	1%	1%	-0.1%	-8%	-8%[11.3 µM]
Cc1ccc(Sc2nc(C)cc(C)c2S(C)(=O)=O)cc1	12%	1%	-2%	i	11%	-16%	-1.1%	22%	0%
O=C(NNC(=O)c1c(F)cccc1F)c1ccccc1-n1cccc1	10%	26%	-1%	i	0%	?	0.1%	-12%	-9%
CC12CCC(=O)N1C(C(=O)OCC(=O)Nc1ccc(Cl)c(Cl)c1)CS2 (stereo not drawn)	-13%	7%	2%	i	-8%	5%	0.2%	7%	-13%
CCC1([N+](=O)[O-])COC(c2ccc(C(C)C)cc2)OC1 (stereo not drawn)	-11%	10%	1%	i	15%	?	15%	-5%	45%[activator]
CC(=O)Nc1ccc(C(=O)COC(=O)c2ccco2)c(F)c1	7%	16%	-3%	i	-4%	2%	0.5%	-4%	·
O=C(O)/C=C/C(=O)NCC1CCC(CNC(=O)/C=C/C(=O)O)CC1 (stereo not drawn)	7%	-8%	-1%	i	-2%	-19%	-0.1%	12%	-17%
COCCNC(=O)C1CCC(Cn2c(=S)[nH]c3ccccc3c2=O)CC1 (stereo not drawn)	-3%	-7%	13%	i	3%	4%	-0.2%	-22%	-4%
S=c1[nH]nc(-c2cccnc2)o1	-1%	3%	8%	i	-12%	8%	-0.7%	-1%	11%
Cc1ccc(S(=O)(=O)Nc2ccc(NC(=O)c3cccs3)cc2)cc1	-22%	-3%	?	i	-13%	?	7.7%	-3%	·
CC(=O)c1cccc(NC(=O)N2CCCC2C(=O)Nc2c(C)cccc2C)c1 (stereo not drawn)	-3%	10%	?	i	-6%	11%	-0.4%	3%	10%
OC(CNCCC1C=Nc2ccccc21)Cn1c2ccc(Cl)cc2c2cc(Cl)ccc21 (stereo not drawn)	-12%	?	5.2µM*	·	?	2%	-2.2%	-96%	32µM*
O=C(OCC(=O)N1CCN(c2ccccc2)CC1)c1ccccn1	-3%	-19%	0%	i	7%	-14%	-0.3%	-5%	-4%
O=C(c1ccccc1)N1CCN(Cc2c[nH]c3ccccc23)CC1	-11%	2%	-1%	i	3%	-7%	2.1%	-22%	-10%
Cc1ccc(C)c(C(=O)CCC(=O)N2CCN(c3ncccn3)CC2)c1	-8%	-7%	9%	i	-5%	29%	-0.3%	6%	-10%
COc1ccccc1NC(=O)C(C)OC(=O)C1CCC(C(C)(C)C)CC1 (stereo not drawn)	-7%	0%	12%	i	3%	-17%	-0.2%	-16%	-5%
CCOC(=O)c1ccc(NC(=O)CC(=O)Nc2ccc3nc4n(c(=O)c3c2)CCCCC4)cc1	·	?	·	?	-3%	?	-0.9%	-41%	-28%
OCCN1CCN(C(c2ccccc2Cl)c2sc3nc(-c4ccco4)nn3c2O)CC1 (stereo not drawn)	·	-21%	·	i	4%	·	3.6%	-28%	5%
CC(=O)Nc1ccc(NC(=O)CCc2nc3cccnc3n2Cc2cccs2)cc1	·	16%	·	·	8%	8%	2.9%	-14%	·
CNC(=S)N(CCc1cccc(C)c1)Cc1cc2cc(OC)c(OC)cc2[nH]c1=O	-9%	1%	-4%	i	-10%	-13%	3.5%	1%	8%
C=CCn1c(CCCNC(=O)C(C)(C)C)nc2ccccc21	8%	0%	11%	i	5%	11%	-1.2%	-23%	4%
Cn1cccc1-c1cc(C(=O)N/N=C/c2ccc([N+](=O)[O-])cc2)[nH]n1	-2%	8%	2%	i	0%	-11%	0.5%	-3%	?
CCC(=O)N/N=C(\C)CC(=O)Nc1ccc(F)cc1	4%	0%	-9%	i	-2%	?	0.5%	0%	-20%

These rows are one share of the data (hit frequency here may not be typical).
